# MBD2 inh – inhibitors of MBD2 binding to methylated DNA, primary screen, biochemical, TR-FRET, DNA-binding domain, human; Methyl-CpG-binding domain protein 2 (Homo sapiens), Q9UBB5; 370,000 compounds, 0.31% hits; inhibition, % at 4.4 µM; AID 686964, 2013; MBD2 binding to methylated oligonucleotide; in the data active = inhibition above about 13%
# PLCb3 inh – human PLC-beta3 inhibitors, primary screen, biochemical, fluorescence. 1-phosphatidylinositol 4,5-bisphosphate phosphodiesterase beta-3 (Homo sapiens), Q01970. Purified PLC-beta3, fluorogenic substrate. inhibition, % at 12.2 µM. 370,000 compounds, 0.18% hits. AID 720704, 2013; in the data active = inhibition above about 11%;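 note: 0% = median of compound wells on plate and 100% = full blocker control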
# Target sequence (Q01970 whole entry, looked up): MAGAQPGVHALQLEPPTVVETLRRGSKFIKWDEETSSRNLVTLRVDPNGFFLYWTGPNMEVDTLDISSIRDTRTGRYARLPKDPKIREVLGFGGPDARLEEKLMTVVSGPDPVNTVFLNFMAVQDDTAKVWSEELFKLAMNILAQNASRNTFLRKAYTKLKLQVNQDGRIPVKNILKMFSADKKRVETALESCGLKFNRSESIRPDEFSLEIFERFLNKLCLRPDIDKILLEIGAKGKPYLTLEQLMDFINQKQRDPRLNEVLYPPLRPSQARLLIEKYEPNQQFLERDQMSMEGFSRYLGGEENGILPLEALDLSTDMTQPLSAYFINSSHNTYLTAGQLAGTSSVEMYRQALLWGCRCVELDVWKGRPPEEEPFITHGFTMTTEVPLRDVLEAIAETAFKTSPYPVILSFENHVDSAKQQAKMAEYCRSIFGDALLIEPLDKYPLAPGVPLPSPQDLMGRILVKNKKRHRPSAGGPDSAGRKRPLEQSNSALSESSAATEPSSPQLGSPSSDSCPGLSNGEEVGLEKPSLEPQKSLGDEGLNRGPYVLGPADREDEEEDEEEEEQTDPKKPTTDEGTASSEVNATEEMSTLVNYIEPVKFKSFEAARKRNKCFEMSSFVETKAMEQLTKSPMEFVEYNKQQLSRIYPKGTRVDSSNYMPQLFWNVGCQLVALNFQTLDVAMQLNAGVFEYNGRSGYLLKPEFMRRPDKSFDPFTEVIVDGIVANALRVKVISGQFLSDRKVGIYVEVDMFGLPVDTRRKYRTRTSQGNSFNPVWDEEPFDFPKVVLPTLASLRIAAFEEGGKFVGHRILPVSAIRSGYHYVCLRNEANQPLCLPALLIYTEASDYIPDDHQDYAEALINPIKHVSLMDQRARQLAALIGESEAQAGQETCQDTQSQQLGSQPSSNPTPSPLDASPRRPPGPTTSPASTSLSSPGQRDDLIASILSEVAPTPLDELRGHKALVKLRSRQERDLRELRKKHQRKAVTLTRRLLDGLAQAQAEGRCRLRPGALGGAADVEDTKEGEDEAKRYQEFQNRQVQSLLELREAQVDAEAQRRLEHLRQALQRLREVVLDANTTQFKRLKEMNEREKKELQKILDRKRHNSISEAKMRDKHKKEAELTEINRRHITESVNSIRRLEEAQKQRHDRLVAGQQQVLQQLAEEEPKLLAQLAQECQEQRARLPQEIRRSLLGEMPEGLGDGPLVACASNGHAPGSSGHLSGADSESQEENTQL
# ADAM17 inh – ADAM17 inhibitors, primary screen, biochemical, QFRET | Disintegrin and metalloproteinase domain-containing protein 17 (Homo sapiens), P78536 | recombinant ADAM17, EDANS/DABCYL FRET peptide cleavage | inhibition, % at 6.95 µM | 370,000 compounds, 0.83% hits | AID 720648, 2013;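 active = inhibition above the mean of compounds lying between control limits plus 3 SD, set per campaign, cut at about 8.5% in these data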;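 note: 0% = DMSO-only wells as the low control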
# DAX1 inh-1 – DAX1 (NR0B1) inhibitors, primary screen, cell-based, HEK293, Gal4-DAX1, luciferase luminescence | HEK293 Gal4-DAX1 luciferase reporter | Nuclear receptor subfamily 0 group B member 1 (Homo sapiens), P51843 | 340,000 compounds, 0.99% hits | AID 504766, 2011 | inhibition, % at 6.75 µM;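 active = inhibition above the mean over all tested compounds plus 3 SD, cut at about 4.2% in these data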;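 note: 0% = DAX1-transfected cells with DMSO and 100% = empty-vector control cells with DMSO; inhibition shows as a rise in luminescence from relieved DAX1 repression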
# hcDAF12 agonist – H. contortus DAF-12 nuclear receptor activators, primary screen, cell-based, luminescence, HEK293, lit1-tk-luc reporter | HEK293 hcDAF-12 lit1-tk-luc reporter; 0% DMSO, 100% Δ7-dafachronic acid | activation, % at 6.8 µM | 370,000 compounds, 1.4% hits | AID 652067, 2013;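 active = activation above the mean of all tested compounds plus 3 SD, cut at about 5.5% in these data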;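 note: 100% = response to 3 µM Δ7-dafachronic acid high control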
# DAX1 inh-2 – DAX1 (NR0B1) inhibitors on StAR promoter, primary screen, cell-based, luminescence, SF-1 (NR5A1), full-length DAX-1 | HEK293T StAR-luciferase reporter, SF-1/DAX-1 repression relief | inhibition, % at 6.8 µM | 370,000 compounds, 1.1% hits | AID 652010, 2013;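 active = inhibition above the mean over all tested compounds plus 3 SD, cut at about 3.6% in these data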;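 note: 0% = DAX-1 cells with DMSO and 100% = cells lacking DAX-1 with DMSO; higher inhibition means more luminescence from relief of DAX-1 repression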
# SMARCA2 act – SMARCA2 (BRM) function activators, primary screen, cell-based, luminescence, high throughput | activation, % at 9.1 µM | 370,000 compounds, 1% hits | AID 652017, 2013 | MG213 cells, MMTV-luciferase reporter, dexamethasone, overnight; in the data active = activation above about 7.8%;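 note: 0% = vehicle wells and 100% = reference activator wells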
# hgDAF12 agonist – H. glycines DAF-12 receptor agonists, primary screen, cell-based, luminescence, HEK293, GAL4 fusion, UAS-luciferase | HEK293 GAL4-hgDAF12 UAS-luciferase reporter, agonist luminescence; normalized to butyrate control | activation, % at 6.8 µM | 370,000 compounds, 1.8% hits;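 active = activation above a cutoff set at the mean of all screened compounds plus 3 SD, cut at about 10% in these data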;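 note: 0% = DMSO wells and 100% = sodium butyrate wells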
# Rev-erbA mod – modulators of Rev-erb alpha DNA binding, primary screen, biochemical, FITC-DNA, fluorescence polarization, uHTS; Nuclear receptor subfamily 1 group D member 1 (Homo sapiens), P20393; Rev-erbα–FITC-DNA binding, 90 min; activity, % at 10 µM; 370,000 compounds, 0.79% hits; AID 1259318, 2017;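 active = activity above about 14%, limit read from the data; passing the limit was not always enough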;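 note: 0% = DMSO wells with 35 nM protein and 100% = DMSO wells with 750 nM protein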
# PLCg1 inh – PLC-gamma1 enzyme inhibitors, primary screen, biochemical, fluorescence, purified enzyme; 1-phosphatidylinositol 4,5-bisphosphate phosphodiesterase gamma-1 (Homo sapiens), P19174; 370,000 compounds, 0.84% hits; inhibition, % at 12.2 µM; fluorogenic substrate; in the data active = inhibition above about 9.5%
# ssDAF-12 act – S. stercoralis DAF-12 nuclear receptor activators, primary screen, cell-based, luminescence, HEK293, GRIP1 co-expression, lit1-tk-luc. Nuclear hormone receptor DAF-12 (Strongyloides stercoralis). HEK293 ssDAF-12/GRIP1 lit1-tk-luc reporter; % of 3 µM dafachronic acid response. activation, % at 6.8 µM. 370,000 compounds, 1% hits. AID 652126, 2013;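 active = activation above the mean over all tested compounds plus 3 SD, cut at about 0.9% in these data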;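 note: 0% = DMSO-only wells and 100% = 3 µM delta7-dafachronic acid wells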
# Active calls of the source: *; i = inactive; nt = no result given.
SMILES,MBD2 inh,PLCb3 inh,ADAM17 inh,DAX1 inh-1,hcDAF12 agonist,DAX1 inh-2,SMARCA2 act,hgDAF12 agonist,Rev-erbA mod,PLCg1 inh,ssDAF-12 act
COc1ccc(NC(=O)c2cc3ccccc3o/c2=N\NS(=O)(=O)c2ccc(C)cc2)cc1,9,-4,0,1.7,6.0*,2.3,7,14*,-5,-1,0.0
CC1(C)C2CCC1(CS(=O)(=O)N1CCN(c3ccccc3F)CC1)C(=O)C2 (stereo unspecified),-4,-22,-4,-0.3,-2.7,0.5,-1,-1.2,-5,0,-1.9
CC(C)n1ncc2c(C(=O)Nc3cccc(C#N)c3)cc(C3CC3)nc21,-1,-10,4,-1.6,-0.8,-4.3,-3,-4.4,5,0,-2.0
COc1ccc(Br)cc1CN1CCC(N2CCCC2)CC1,0,-3,-4,-0.2,0.8,0.7,-5,-2.0,-5,4,-1.0
O=S(=O)(c1ccccc1)[C@@]1(c2ccc(Br)cc2)C[C@@H]2ON=C(c3cccc(Br)c3)[C@@H]2C1,-2,3,-1,0.4,-0.3,0.0,1,3.4,-4,0,-1.0
CC(=O)Nc1ccc2nc(SCC(=O)O)sc2c1,0,-4,-8,1.4,-1.4,0.0,0,-0.9,-2,-5,-1.0
CC(C)c1ccc(/C=C/C(=O)NNC(=O)c2cccnc2)cc1,1,-2,-4,-0.4,-0.7,0.4,-2,0.7,0,2,-0.6
COc1ccccc1CCNC(=O)CCn1c(=O)oc2ccccc21,2,4,-2,-1.6,1.4,0.0,-1,0.8,0,4,-0.8
Cc1ccc(N2CN=c3s/c(=C\c4ccccn4)c(=O)n3C2)cc1,1,-2,0,0.7,-1.4,1.4,-4,-0.5,1,1,-1.8
Cc1ccc(-c2ccnc3nc(-n4cccc4)nn23)o1,2,-27,-17,-0.7,-1.9,-0.2,-3,-2.5,1,-24,-1.5
COc1ccc(NC(=O)CSc2ccc(NC(C)=O)cc2)cc1S(=O)(=O)N1CCCCC1,-4,2,-1,-1.6,-2.3,-0.7,-1,0.9,5,1,-1.7
Cc1ccc(/C=C/C(=O)c2ccccc(=O)c2O)c(C)c1,-2,-20,5,0.5,-0.9,-0.3,-6,-3.0,4,-13,-2.0
Cc1ccc(S(=O)(=O)CCC(=O)N2CCc3ccccc32)cc1,-5,1,-3,-0.2,6.8*,0.8,3,2.3,3,-3,0.7
COc1cc(OC)cc(C(=O)NNS(=O)(=O)c2ccc(F)cc2)c1,5,-8,-2,0.1,-2.4,-0.6,-1,-0.2,-4,2,-1.0
COc1cc(OC)cc(C(=O)OCC(=O)NC2CCCCCC2)c1,-1,2,-3,0.3,-0.3,-0.9,0,0.7,-1,-1,-1.2
Cc1ccc(S(=O)(=O)c2nc(S(C)(=O)=O)sc2N2CCC(C(N)=O)CC2)cc1,2,-6,-2,0.3,1.2,0.4,-2,-0.6,3,-1,-1.2
COc1cc(/C=N/NC(=O)c2ccccc2NS(=O)(=O)c2cccs2)ccc1O,-8,-88,-2,-1.2,-0.1,0.3,-1,1.8,-1,-48,0.1
CC(C)Oc1ccc(C2CC(=O)N(C)C2=O)cc1 (stereo unspecified),7,-8,-1,0.9,1.6,-0.2,-2,5.6,0,1,-1.2
COc1ccc(NC(=O)CNc2cc(S(=O)(=O)N3CCOCC3)ccc2N2CCOCC2)c(OC)c1,1,0,-3,-1.1,-0.9,-1.2,-1,0.2,3,-2,-1.3
COC(=O)c1ccc(CNC(=O)COC(=O)C2CC3C=CC2C3)cc1 (stereo unspecified),-5,3,3,0.8,-0.5,0.0,-5,-3.6,-3,2,-1.3
CNc1ccccc1C(=O)OCC(=O)c1ccc(F)cc1,-5,0,-5,3.6,1.0,-0.2,-3,1.4,4,-2,-1.1
COC(=O)[C@@H]1C[C@@]2(c3ccccc3)c3ccccc3N(S(=O)(=O)c3ccccc3)[C@H]2N1C(=O)CNC/C=C(\C)CCC=C(C)C,1,-1,2,nt,0.5,-0.7,-6,3.3,-2,0,-0.7
CC(C)C(NC(=O)[C@H](Cc1ccc(O)cc1)NC(=O)OC(C)(C)C)P(=O)(O)OC(Cc1ccccc1)C(=O)O (stereo partly specified),3,0,-6,nt,-0.8,nt,nt,0.7,-9,-2,-1.9
COc1ccc(-c2csc(N=C(N)N)n2)cc1,1,6,4,0.8,2.0,1.7,3,16*,4,6,-1.2
Cc1ccc(Cl)cc1NC(=O)NCCN1CCCCC1,5,-10,-3,0.8,1.1,0.2,-2,0.3,-4,-3,-0.3

# Record cards, as listed above.
# COc1ccc(NC(=O)CSc2ccc(NC(C)=O)cc2)cc1S(=O)(=O)N1CCCCC1 is entered as MBD2 inh: -4; PLCb3 inh: 2; ADAM17 inh: -1; DAX1 inh-1: -1.6; hcDAF12 agonist: -2.3; DAX1 inh-2: -0.7; SMARCA2 act: -1; hgDAF12 agonist: 0.9; Rev-erbA mod: 5; PLCg1 inh: 1; ssDAF-12 act: -1.7
# CNc1ccccc1C(=O)OCC(=O)c1ccc(F)cc1 is entered as MBD2 inh: -5; PLCb3 inh: 0; ADAM17 inh: -5; DAX1 inh-1: 3.6; hcDAF12 agonist: 1.0; DAX1 inh-2: -0.2; SMARCA2 act: -3; hgDAF12 agonist: 1.4; Rev-erbA mod: 4; PLCg1 inh: -2; ssDAF-12 act: -1.1

# Further structures follow.
SMILES,MBD2 inh,PLCb3 inh,ADAM17 inh,DAX1 inh-1,hcDAF12 agonist,DAX1 inh-2,SMARCA2 act,hgDAF12 agonist,Rev-erbA mod,PLCg1 inh,ssDAF-12 act
Cc1cccc(-c2ccc(C=Nc3c(C)n(C)n(-c4ccccc4)c3=O)o2)c1,-7,-4,-3,1.2,1.5,0.5,-1,3.9,6,-1,0.2
COC(=O)CCC(=O)OC1(C)C(=O)C2=CN(Cc3ccc(OC)cc3)C(c3ccc(OC)cc3)=CC2=C(Br)C1=O (stereo unspecified),-6,-121,-16,-0.7,2.6,-0.7,2,1.2,2,-72,-0.2
Cc1ccc2nc(-c3cccc(NC(=O)c4ccc5c(c4)OCCO5)c3)oc2c1,-6,-4,1,0.2,1.8,-0.3,5,3.5,7,-4,-0.9
O=C(CN1CCc2ccccc21)Nc1ccc2c(c1)OCCCO2,-4,-7,-3,0.7,5.0,0.1,1,8.0,-3,-4,-0.5
CC1CCN(CC(=O)Nc2cccc(Cl)c2)CC1,-4,4,3,1.1,0.2,0.1,-2,1.7,-4,6,-1.2
CC(C)(C)N=C1NN=C(c2ccc(S(=O)(=O)N3CCCCC3)cc2)CS1,-4,-35,-100,-0.5,-0.1,-1.9,-2,1.4,-3,-48,-1.1
O=S1(=O)c2ccc(N3CCSCC3)cc2Oc2ccccc2CN1Cc1cn(Cc2ccccc2C(F)(F)F)nn1,-6,-3,2,nt,-1.0,-0.7,2,-5.6,15,-1,-1.3
COC(=O)c1c(NC(=O)CCCC(=O)O)sc(C)c1C,2,-1,-9,-0.4,-1.3,-0.3,-2,-1.1,2,-3,-1.2
O=C(O)CC1C(=O)NCCN1C/C=C/c1ccccc1 (stereo unspecified),-2,-9,-4,1.6,-1.9,-0.3,-1,0.3,-9,-4,-1.2
COc1ccc(S(=O)(=O)N2CCN(C(=O)c3ccc4ccccc4n3)CC2)cc1,0,-10,-3,0.1,-1.1,2.2,0,0.7,-3,-2,0.0
Cc1ccc(C2NC(=O)NC(O)(C(F)(F)F)C2C(=O)c2ccccc2)o1 (stereo unspecified),9,-8,2,0.9,0.4,0.2,-4,-1.3,3,-2,-0.9
CCC(C(=O)NC1CCCCC1)n1nc(C)c2c(C)n(-c3ccccc3)nc2c1=O (stereo unspecified),-4,-7,-1,0.7,-0.4,0.1,0,-0.3,-2,1,-1.2
CCOC(=O)C1=C(C(=O)OCC)N(CC)CCC1=O,0,0,-3,-0.7,-0.8,0.2,2,2.7,-6,-4,-0.6
CCCCN1CC(O)=C(c2nc3ccccc3s2)C1=N,-4,-5,-4,0.6,-1.3,0.6,7,3.6,3,-5,-0.6
CC(=O)c1ccc(N2C(=O)C3C(C2=O)C(C(=O)c2ccc(Cl)cc2)N2CCCC32)cc1 (stereo unspecified),-5,-45,-5,nt,1.1,0.7,3,-1.2,-2,-36,-1.0
CC(C)(C)c1ccc(S(=O)(=O)n2c(CN3CCOCC3)nc3ccccc32)cc1,0,-1,-6,-0.7,-0.1,-0.5,2,0.7,-9,3,-0.9
CC(C)[C@H](NC(=O)c1ccccc1F)C(=O)NCCc1ccccc1,6,0,-4,-0.5,-0.6,0.0,1,-0.9,6,2,-0.6
COc1cccc(C(=O)NCC[N+](C)(C)C)c1,0,3,2,nt,-1.0,-2.0,-1,0.1,-7,2,-1.3
Cc1cc(NCCCn2ccnc2)n2nc(C)c(-c3ccc(Cl)cc3)c2n1,-6,i,-56,-0.3,-2.4,-0.1,-3,0.3,-1,i,-1.5
COc1ccc(NC(=O)C2C(c3ccc4c(c3)OCO4)=Nc3ccccc3N2C(=O)c2cccc(C(F)(F)F)c2)cc1 (stereo unspecified),1,-54,5,nt,1.4,2.6,6,3.7,2,-39,0.1
Oc1ccc(C[C@H]2CNCCN2CCc2cccc(F)c2)cc1,6,1,-3,-0.6,-0.3,-0.1,0,-0.8,-4,0,-1.1
Cc1ccc(CN2C(=O)C3CCCN3c3ncccc32)cc1 (stereo unspecified),52*,-97,-5,1.7,-0.6,0.2,1,1.6,-6,-68,-1.0
Cc1cc(C)cc(NC(=O)C2CCN(c3nc(C)cc(C)n3)CC2)c1,-2,-4,-3,4.0,-1.3,-0.1,-4,-0.4,10,0,-1.2
CCCS(=O)(=O)N1CCN(C2CCC(C)CC2)CC1 (stereo unspecified),-7,-3,-3,5.7*,-0.7,-0.8,-1,-2.0,2,2,-1.7
COc1ccc(Nc2nc(-c3ccc4c(c3)NC(=O)CO4)cs2)cc1,-4,-45,8,0.1,0.2,-0.5,1,1.0,-8,-30,-2.4
C/C(=N\NC(N)=S)c1cc(-c2ccccc2)c(-c2ccccc2)s1,5,-34,-5,0.6,-1.9,-0.5,0,-0.6,9,-19,-1.5
Cc1ccc(/C=N/NC(=S)N2CCOCC2)cc1,-12,1,1,0.6,3.5,2.2,6,12*,2,-3,-0.3
CCOC(=O)c1ccccc1NC(=S)N1CC(C)CC(C)C1 (stereo unspecified),1,1,-1,-1.0,-0.1,0.3,-5,-1.6,-3,-2,-1.2

# Screening data deposited in PubChem by several laboratories.
